HDAC3 inhib: HDAC3 deacetylase inhibitors, primary screen, biochemical, fluorescence, cell-free homogeneous. Histone deacetylase 3 (Homo sapiens), O15379. recombinant HDAC3, fluorogenic peptide/trypsin coupled. inhibition, % at 8.3 µM. 320,000 tested, 0.15% active; in the data active means inhibition above about 26%, passing the limit was not always enough; inconclusive means no clear call, values can overlap the other calls
PolyA inhibitor: polyadenylation inhibitors in yeast reporter cells, primary screen, luminescence, S. cerevisiae; S. cerevisiae SKY197-pL101 polyadenylation reporter, beta-gal luminescence; efflux-impaired pdr1/pdr3 knockout yeast; score 100 = 6 SD above DMSO; calls only at 12 µM; 300,000 tested, 0.02% active;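 active means lowest replicate activity score at least 50, where 100 means six control SD above control mean; inconclusive means lowest score under 50 but half or more replicates reach 50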;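 further: yeast exposed to compound for 9 h at 30 °C; higher score means more reporter readthrough which indicates perturbed polyadenylation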
hERG rescue: hERG rescue from dofetilide block, primary screen, cell-based, CHO-hERG, FluxOR thallium flux, dofetilide IC70; 310,000 tested, 0.51% active; activation (rescue from dofetilide block), less the hit threshold, % at 10 µM; Voltage-gated inwardly rectifying potassium channel KCNH2 (Homo sapiens), Q12809; dofetilide IC70 present; AID 1511, 2009;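 active means activation above the mean of controls blocked by dofetilide plus 5 SD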;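 further: thallium influx through hERG after potassium depolarization seen as dye fluorescence rise; in these data hits start at about 4.7%; inactives centre near -7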
GSK3A inh: blockers of GSK3A enzyme activity – biochemical, luminescence, cell-free homogeneous, HTS, primary screen | GSK-3 alpha kinase, ADP-Glo luminescence, 60 min | Glycogen synthase kinase-3 alpha (Homo sapiens), P49840 | AID 2650, 2010 | 320,000 tested, 0.1% active | inhibition, % at 10 µM;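 in the data active means inhibition above about 50%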;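 further: GST-tagged GSK-3 alpha with peptide substrate and 25 µM ATP; 0% = DMSO neutral wells and 100% = GW8510 positive control wells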
KCNK3 inh: human KCNK3 channel inhibitors, primary screen, CHO cells, FluxOR thallium flux, B-score | Potassium channel subfamily K member 3 (Homo sapiens), O14649 | FluxOR fluorescence; stronger effect = lower value | B-score at 10 µM | 340,000 tested, 0.84% active;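 active means B-score under library mean minus 4 SD, starting fluorescence ratio at most library mean plus 5 SD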;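 further: more negative B-score means stronger inhibition of thallium flux through KCNK3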
Target sequence (O14649 whole entry, looked up): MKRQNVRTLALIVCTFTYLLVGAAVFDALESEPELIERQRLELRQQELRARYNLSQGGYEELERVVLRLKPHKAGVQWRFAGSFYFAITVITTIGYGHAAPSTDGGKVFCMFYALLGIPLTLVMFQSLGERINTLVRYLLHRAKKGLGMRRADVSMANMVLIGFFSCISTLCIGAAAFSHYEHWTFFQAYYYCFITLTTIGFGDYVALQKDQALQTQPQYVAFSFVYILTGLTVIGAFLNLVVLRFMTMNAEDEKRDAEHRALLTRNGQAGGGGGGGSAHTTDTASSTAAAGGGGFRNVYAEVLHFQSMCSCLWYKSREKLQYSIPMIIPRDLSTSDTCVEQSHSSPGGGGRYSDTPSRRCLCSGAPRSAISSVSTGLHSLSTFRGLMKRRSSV
KCNQ1 inh: inhibitors of human KCNQ1 channel, primary screen, cell-based, thallium flux, high-throughput; Potassium voltage-gated channel subfamily KQT member 1 (Homo sapiens), P51787; CHO-K1 KCNQ1, FluxOR thallium flux fluorescence; stronger effect = higher value; B-score at 10 µM; 310,000 tested, 1.3% active; AID 2642, 2010;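 active means compounds whose thallium flux B-score, printed positive for inhibition, exceeds three library SD while starting fluorescence stays within three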;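 further: channel opened by potassium depolarization with thallium stimulus after 20 min compound exposure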
DYRK1A inh: rat Dyrk1A kinase inhibitors, primary screen, biochemical, single point, plate reader | ADP-Glo luminescence, NFATc1 peptide | inhibition, % at 12.5 µM | 310,000 tested, 0.43% active; in the data active means inhibition above about 50%;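 further: plate controls were vehicle with enzyme for no effect and no enzyme for full effect; many of its hits are not listed in these tables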
KCNQ1 act: potentiators or activators of KCNQ1 channel, primary screen, cell-based, thallium flux, high-throughput; Potassium voltage-gated channel subfamily KQT member 1 (Homo sapiens), P51787; CHO-K1 KCNQ1, thallium flux FluxOR fluorescence; stronger effect = higher value; B-score at 10 µM; 310,000 tested, 0.35% active;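 active means fluorescence ratio B-score, a plate-corrected score, at least three library SD, with initial intensity B-score within 5 SD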
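Assay system: CHO-K1 cells stably expressing KCNQ1. Medium: assay buffer for compound exposure, DMSO matched across wells. Timing: 37 °C overnight plating, 90-min dark dye load, 20-min compound pretreatment. Signal: kinetic FluxOR fluorescence, 10 s baseline plus 110 s post-stimulus.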
RGS4 act: RGS4 potentiators or activators, primary screen, cell-based, HEK293 M3R inducible RGS4, calcium flux. 310,000 tested, 0.92% active. B-score at 10 µM. carbachol calcium flux Fluo4; stronger effect = lower value. AID 463111, 2010;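 active means B-score of the integrated calcium signal more than 4 SD below the library mean, with starting fluorescence not abnormally high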;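 further: negative B-score means reduced calcium response which marks RGS4 activation or potentiation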
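Material: Inducible-RGS4 HEK293 cells carrying M3 receptor; also added: carbachol at ECmax as muscarinic agonist stimulus; incubation: compound preincubation 20 min at room temperature before agonist; signal: Fluo4-AM (2 µM) calcium-flux fluorescence, kinetic read; measure: integrated calcium ratio converted to B score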
KCNK9 inh: KCNK9 potassium channel inhibitors, primary screen, HEK293 cells, thallium flux. FluxOR thallium flux fluorescence; stronger effect = lower value. B-score at 10 µM. 310,000 tested, 1.2% active. AID 488922, 2010;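 active means ratio B-score over 3 SD below the library mean, with starting fluorescence within 5 SD of its mean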;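 further: negative B-score means less thallium flux so channel inhibition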
GSK3B inh: human GSK3beta kinase inhibitors, primary screen, biochemical, cell-free homogeneous, HTS. Glycogen synthase kinase-3 beta (Homo sapiens), P49841. GST-GSK3beta kinase, ADP-Glo luminescence, 60 min; stronger effect = lower value. activity score (negative = inhibition), % at 10 µM. 300,000 tested, 0.038% active;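 active means more than half of replicate wells score below -50%, meaning over 50% inhibition versus plate controls; inconclusive means some replicates but at most half score below -50%; inactive means no replicate scores below -50%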;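 further: 0% = median DMSO wells and -100% = median GW8510 positive control wells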
Target sequence (P49841 whole entry, looked up): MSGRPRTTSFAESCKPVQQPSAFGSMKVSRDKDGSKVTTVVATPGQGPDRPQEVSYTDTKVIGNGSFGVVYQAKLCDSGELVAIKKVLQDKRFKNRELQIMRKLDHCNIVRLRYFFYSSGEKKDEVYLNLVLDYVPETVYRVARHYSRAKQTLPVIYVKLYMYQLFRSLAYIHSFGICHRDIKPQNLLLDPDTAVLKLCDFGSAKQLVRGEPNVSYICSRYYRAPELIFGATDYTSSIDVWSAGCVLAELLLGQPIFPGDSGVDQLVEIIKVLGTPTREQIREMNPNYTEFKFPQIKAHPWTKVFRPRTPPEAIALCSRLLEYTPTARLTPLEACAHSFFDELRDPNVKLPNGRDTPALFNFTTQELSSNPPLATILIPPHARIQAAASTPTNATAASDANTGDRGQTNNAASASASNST
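Test system: GST-fused GSK3beta enzyme, cell-free | Quantity: 1.6 ng GST-GSK3beta enzyme per well | Reagent: 25 µM ATP with peptide substrate | Schedule: 60 min enzyme reaction, room temperature | Signal: Luminescent ADP-Glo measurement of ADP formed | Read-out basis: Score relative to plate controls | Control set: DMSO and 20 µM GW8510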
Starred values were filed as active, the others as inactive; i = inactive; ? = inconclusive; · = not tested or not shown.

SMILES | HDAC3 inhib | PolyA inhibitor | hERG rescue | GSK3A inh | KCNK3 inh | KCNQ1 inh | DYRK1A inh | KCNQ1 act | RGS4 act | KCNK9 inh | GSK3B inh
O=C(NCCCn1ccnc1)C(=O)NCC(c1cccnc1)N1CCN(c2ccccc2)CC1 (configuration not stated) | -2 | i | -9 | 1 | i | i | 3 | i | i | i | -3
COc1ccccc1C1(CCN=Cc2ccc(N(C)C)cc2)CCOC(C)(C)C1 (configuration not stated) | -5 | i | -14 | -1 | i | i | -5 | i | i | i | 0
CCOC(=O)c1sc2cc([N+](=O)[O-])cc(SCC(=O)OC)c2c1N | 1 | i | -9 | -1 | i | i | -2 | i | i | i | 2
CCOc1ccc(C(CC(=O)O)n2cnnn2)cc1OC (configuration not stated) | 2 | i | -7 | 1 | i | i | 3 | i | i | i | 1
Cc1ccccc1CSc1nnnn1-c1ccc(C(N)=O)cc1 | -2 | i | -5 | -2 | i | i | 3 | i | i | i | 4
O=C(NC(=S)Nc1ccccn1)c1ccc(-c2ccccc2)cc1 | 3 | i | -4 | -1 | i | i | -6 | i | i | i | -2
Cc1ccc(S(=O)(=O)N(C)CC(=O)Nc2cc(C)ccn2)cc1 | 8 | i | -5 | 9 | i | i | 8 | i | i | i | -5
CNC(=O)c1c[nH]n2c(=O)c(Cc3ccccc3F)c(C)nc12 | -3 | i | -6 | -3 | i | i | 3 | i | i | i | 2
Cc1cc(C)n2nc(SCCCC(=O)c3ccc(F)cc3)nc2n1 | 4 | i | -17 | 0 | i | i | -1 | i | i | i | 3
COC(=O)CSc1cccc2c1C(=O)CC2c1ccccc1 (configuration not stated) | -2 | i | -13 | 2 | i | i | -1 | i | i | i | 1
O=C(CCn1cccc1)Nc1nccs1 | -3 | i | -10 | 3 | i | i | 6 | i | i | i | 2
COCC(=O)Nc1ccc(S(=O)(=O)NCCc2ccccc2)cc1 | 0 | i | -12 | -4 | i | i | 4 | i | i | i | 0
CCOC(=O)c1c(C)[nH]c(C)c1C(=O)COC(=O)c1nc2nccc(C)n2n1 | · | i | 1 | · | i | i | · | i | i | i | -1
CN1CCN(c2ccc(NC(=S)NC(=O)c3cccc4ccccc34)cc2)CC1 | 7 | i | -9 | · | i | i | 3 | i | i | i | 3
O=C(N/N=C/c1c(Nc2cccc(C(F)(F)F)c2)nc2ccccn2c1=O)c1ccccc1[N+](=O)[O-] | 7 | i | -3 | -1 | i | i | 22 | i | i | i | -2
COc1ccc(CNC(=O)[C@H](C)NC(=O)C2CCN(S(=O)(=O)c3ccccc3)CC2)cc1 | -4 | i | -14 | 0 | i | i | -2 | i | i | i | 1
O=C(CN1CCN(S(=O)(=O)c2ccc(F)cc2)CC1)Nc1ccc(Cl)c(C(F)(F)F)c1 | 1 | i | -6 | 6 | i | i | -4 | i | i | i | 3
COc1ccccc1S(=O)(=O)Nc1ccc2cn[nH]c2c1 | 12 | i | -1 | -2 | i | i | -4 | i | i | i | 2
Cn1c(=O)c2c(nc(SCC(=O)NCc3ccc4c(c3)OCO4)n2Cc2ccccc2)n(C)c1=O | -5 | i | -6 | 4 | i | i | 0 | i | i | i | 3
COc1ccc(C(=O)CSc2nnc(C3CCCCC3)n2N)c(OC)c1 | -15 | i | -7 | 0 | i | i | 2 | i | i | i | 1
Cc1ccc(-c2nc(SCC(=O)NCC3CCCO3)c(-c3ccc(Cl)cc3)[nH]2)cc1 (configuration not stated) | ? | i | -3 | -2 | i | i | -1 | i | i | i | -3
Nc1nonc1-c1nc2ccccc2n1CC(=O)N/N=C/c1ccc(-c2ccccc2C(=O)O)o1 | 7 | i | -5 | 33 | i | i | 1 | i | i | i | -14
Cc1cc(C)cc(NC(=O)CSc2nc(N)c(NC(=O)c3cccs3)c(=O)[nH]2)c1 | 4 | i | -5 | 0 | i | i | 6 | i | i | i | -1
O=C(NCCc1ccccc1)NC1CCCCC1 | 2 | i | -10 | -1 | i | i | -1 | i | i | i | 3
Cc1cc(C)c(C(=O)NNC(=O)c2cccnc2)c(C)c1 | 6 | i | -8 | -2 | i | i | -8 | i | i | i | -2
(further entries)
SMILES | HDAC3 inhib | PolyA inhibitor | hERG rescue | GSK3A inh | KCNK3 inh | KCNQ1 inh | DYRK1A inh | KCNQ1 act | RGS4 act | KCNK9 inh | GSK3B inh
O=C(CN(Cc1ccccc1)S(=O)(=O)c1ccc(S(=O)(=O)N2CCOCC2)cc1)Nc1ccccc1 | 0 | i | -10 | 5 | i | i | 1 | i | i | i | -1
CCN(CC)C(=O)COc1cc(C)cc2oc(=O)cc(-c3ccccc3)c12 | -6 | i | -12 | 2 | i | i | 4 | i | i | i | -27
CCCn1cc(S(=O)(=O)c2ccc(OC)cc2)c(=O)c2cc(OCC)ccc21 | -6 | i | -10 | -3 | i | i | 0 | i | i | i | 1
Cc1ccc(F)cc1NC(=O)CSc1ncccn1 | 2 | i | -7 | 0 | i | i | 9 | i | i | i | -1
O=C(c1ccccc1Cl)N1CCNCC1 | 0 | i | -4 | -2 | i | i | -1 | i | i | i | 0
Cc1ccc(-n2c(SCC(=O)NCC3CCCO3)nnc2-c2ccoc2C)cc1 (configuration not stated) | -4 | i | 1 | -2 | i | i | 1 | i | i | i | 2
OC1NC(=S)N(c2ccccc2)C1O (configuration not stated) | 8 | i | -11 | -4 | i | i | -5 | i | i | i | 1
COc1ccc(S(=O)(=O)Nc2ccc3c(c2)n(C)c(=O)n3C)cc1F | -3 | i | -12 | 0 | i | i | -3 | i | i | i | 2
CC(C)[C@H](NC(=O)[C@@H]1CSC2c3ccccc3C(=O)N21)C(=O)NCC1CCCO1 (some centres not stated) | 5 | i | -6 | -2 | i | i | -1 | i | i | i | 1
CC1CCN(CCc2nc3cc(NC(=O)C(C)C)ccc3n2C)CC1 | -6 | i | 0 | -2 | i | i | -2 | i | i | i | 2
COc1ccc(-n2cnnc2SCCC#N)cc1 | 1 | i | -8 | -1 | i | i | -2 | i | i | i | 2
Cc1ccccc1NC(=O)Cc1c(O)c2ccccc2[nH]c1=O | 1 | i | -9 | 2 | i | i | 2 | i | i | i | 1
C=CCC1(CC=C)CCCN1C(=O)C1CCC(=O)N(CCc2ccccc2)C1 (configuration not stated) | 6 | i | -11 | -1 | i | i | 3 | i | i | i | -1
CCOc1ccc(S(=O)(=O)Nc2ccc(S(=O)(=O)N3CCCCC3)cc2)cc1 | 7 | i | -13 | -1 | i | i | 0 | i | i | i | 5
Cc1csc(=O)n1CC(=O)OCc1nnc(-c2ccccc2)o1 | 0 | i | -9 | -1 | i | i | -2 | i | i | i | 0
CCOC(=O)c1cccc(NC(=O)CCc2nnc3ccc(N4CCOCC4)nn23)c1 | 3 | i | -13 | -1 | i | i | 3 | i | i | i | 1
COc1ccc(Oc2cccc(Cl)c2CNC(=O)CSCC(=O)O)cc1 | 0 | i | -6 | -3 | i | i | 7 | i | i | i | 9
CCc1nnc(NC(=O)CSc2nnc(-c3ccco3)n2CCOC)s1 | -1 | i | -11 | -1 | i | i | 1 | i | i | i | -3
COCCn1c(SCC(=O)/C=C2\N(C)c3ccccc3C2(C)C)nnc1-c1ccncc1 | 6 | i | -12 | -1 | i | i | -2 | i | i | i | 0
Cc1cc2cc(CN(Cc3ccco3)C(=O)C3CCCCC3)c(=O)[nH]c2cc1C | -2 | i | -2 | -1 | i | i | 2 | i | i | i | -1
COc1ccc(CCNC(=O)c2ccc3c(c2)N(Cc2ccc(F)cc2)CCS3)c(OC)c1 | -6 | i | -9 | -2 | i | i | 1 | i | i | i | -5
COC(=O)[C@H](CCSC)NC(=O)N1CCN(Cc2ccccc2)CC1 | 3 | i | -11 | -2 | i | i | 0 | i | i | i | 4
CNC(=O)C(=O)Nc1ccc2c(c1)N(S(=O)(=O)c1cccs1)CCC2 | 4 | i | -11 | 3 | i | i | 5 | i | i | i | -2
CCC(=O)N1c2ccc(S(=O)(=O)N3CCN(c4cc(C)ccc4C)CC3)cc2CC1C (configuration not stated) | 2 | i | -9 | -1 | i | i | 0 | i | i | i | 0
CSCCC(NC(=O)c1ccccc1Cl)C(=O)NCCOc1ccccc1 (configuration not stated) | 0 | i | -12 | -4 | i | i | 17 | i | i | i | 0
S=C(NCc1ccc(Cl)cc1Cl)Nc1ccccc1 | 6 | i | -26 | -4 | i | i | · | i | i | i | -3
CN(c1ccccc1)S(=O)(=O)c1cccc(NC(=O)c2cc(=O)c3ccccc3o2)c1 | 0 | i | -8 | 1 | -10* | i | 6 | i | i | i | 0

Pulled one by one from above, 3 records:
SMILES | HDAC3 inhib | PolyA inhibitor | hERG rescue | GSK3A inh | KCNK3 inh | KCNQ1 inh | DYRK1A inh | KCNQ1 act | RGS4 act | KCNK9 inh | GSK3B inh
OC1NC(=S)N(c2ccccc2)C1O (configuration not stated) | 8 | i | -11 | -4 | i | i | -5 | i | i | i | 1
COc1ccc(-n2cnnc2SCCC#N)cc1 | 1 | i | -8 | -1 | i | i | -2 | i | i | i | 2
COCC(=O)Nc1ccc(S(=O)(=O)NCCc2ccccc2)cc1 | 0 | i | -12 | -4 | i | i | 4 | i | i | i | 0

Compound activity: PubChem, several laboratories

This is a subset; count on the stated rates, not on these rows.
